Dynein cargo inh: blocks dynein driven cargo transport along microtubules; 3617.4 mouse cells, GR-EGFP nuclear translocation imaging; test concentration mostly 20 µM; stimulated with dexamethasone, 1 µM; active compounds read low; z-score, hits read low; 0.47% of 220,000 active;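 active = plate z-score of nuclear minus cytoplasmic receptor signal below a set negative limit, without overly bright fluorescence or cell loss, cut at about -3.5 in these data, passing the limit was not always enough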;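 also: z-score of nuclear minus cytoplasmic ring GR-EGFP intensity difference per well; some compounds called inactive have numbers as strong as hits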
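Also added: dexamethasone, 1.0 µM final. Medium: tet-free, stripped-serum medium. Detection: fixed, Hoechst-stained cells imaged at 10x for EGFP. Read-out: nuclear-to-cytoplasmic GR-EGFP distribution per well. Times: induction 48 h, compound 1 h, agonist 30 min.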
Autophagy mod: autophagy modulation, high-content screen; 0.98% of 190,000 active; AID 463193; calls only at 10 µM (by protocol); MEF GFP-LC3 puncta imaging; test concentration mostly 10 µM;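 active = percentage of spot-positive cells more than 3 SD above its plate mean, without a fluorescence outlier flag or 80% toxicity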;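 also: spot-positive cell cutoff set from DMSO-treated cells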
XIAP antagonists: small molecules displacing peptide from XIAP – biochemical, IAP family, fluorescence polarization (AID 1018); XIAP BIR domain, fluorescence polarization peptide displacement; higher % means a stronger effect; displacement, % at 20 µM, or IC50 in µM where a hit was titrated; 0.007% of 200,000 active; in the data active = displacement above about 50%; also: a part of the inactive calls stands beside numbers as strong as those of hits
WT yeast gro inh: growth inhibition of WT yeast, mitochondrial fusion screen; mitochondrial fusion phenotypic screen, WT strain; inhibition, % at 10 µM; 2.1% of 190,000 active; in the data active = inhibition above about 58%; tested in S. cerevisiae
b-catenin transl: alters nuclear translocation of beta-catenin in HeLa cells; immunofluorescence imaging; nuclear translocation activity, % at 5 µM; 0.3% of 190,000 active;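 active = nuclear translocation activity above 50% at 5 µM, with a well cell count of 50 or more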;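 also: per-cell ratio of nuclear to cytoplasmic median beta-catenin stain intensity; plate controls were DMSO negative control for no effect and GSK-3 inhibitor IX positive control for full effect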
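Read-out: Nuclear/cytoplasmic beta-catenin signal ratio, % activation | Assay system: Human HeLa cell line | Times: 24 h compound exposure at 37°C, 5% CO2 | Signal: Fluorescence imaging of beta-catenin antibody stain plus DAPI | Dosing: 5 µM primary, 0.02–20 µM confirmation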
ER stress rescue: rescue of cells from ER stress-induced death, primary screen, 384-well, CSM14.1, thapsigargin, ATP luminescence (AID 1222). CSM14.1 thapsigargin-induced death rescue, ATP luminescence; higher % means a stronger effect. cellular ATP content (survival), % at 20 µM, or EC50 in µM where a hit was titrated. 190,000 tested, under 10 active;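 active = EC50 below 50 µM in the dose-response confirmation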;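 also: death triggered by thapsigargin at about 15 µM added after 2 h compound pretreatment; cell ATP read after overnight thapsigargin exposure of roughly 18 to 22 hours; normalized against plate controls of thapsigargin alone and 5% DMSO vehicle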
Insulin prom up: MIN6 insulin promoter up-regulation; MIN6 insulin promoter-GFP reporter, high-content imaging; active compounds read high; z-score at 5 µM; 0.3% of 190,000 active;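 active = z-score above 3 at 5 µM with at least 500 cells counted in the well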
MT stabilize HCS: microtubule stabilizers in HeLa cells; 0.83% of 200,000 active; % tubulin-high responders, % at 10 µM; HeLa tubulin immunostaining HCS, 24 h; share of cells brighter than vehicle mean+2SD; AID 2205;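 active = plate Z-score above 3 for both tubulin-high and condensed-nucleus cell shares, with cell loss under 80%, at 10 µM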;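 also: anti alpha tubulin signal scored within the nucleus-defined area of each cell; some results filed as inactive read as strong as hits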
Lipid droplet: modulators of hepatic lipid droplet formation; AML12 mouse hepatocytes, oleate lipid droplets, BODIPY imaging; inhibition, % at 6.5 µM; 0.4% of 240,000 active;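 active = lipid droplet intensity inhibited by at least 50%, with more than 500 cells counted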
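Assay system: AML12 mouse liver cells | Compound: 6.5 µM single-point dosing | Schedule: Overnight exposure | Technique: Fluorescence imaging, 20x objective, two fields per well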
WT yeast gro inh mutant strain: second read-out of WT yeast gro inh, no call of its own (marks repeat the call); inhibition, %; mitochondrial fusion phenotypic screen, mutant strain inhibition
Dynein cargo inh cytoplasmic EGFP: also measured in Dynein cargo inh; calls as there; z-score; measured here: cytoplasmic GR-EGFP intensity; active compounds read high
Dynein cargo inh nuclear GR-EGFP: second read-out of Dynein cargo inh, no call of its own (marks repeat the call); z-score; measured here: nuclear GR-EGFP intensity;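 lower value marks the stronger effect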
Dynein cargo inh cell count: also measured in Dynein cargo inh; calls as there; z-score; measured here: cell count per field
Insulin prom up cell count: further read-out of Insulin prom up, marked with its call; cell count; measured here: cytotoxicity, nuclei count;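 total cells summed across four imaged fields per well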
Lipid droplet cells 6.5 µM: further read-out of Lipid droplet, marked with its call; cell count; measured here: cell count, cytotoxicity flag;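 cells counted across two imaged fields per well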
b-catenin transl cell count 5 µM: further read-out of b-catenin transl, marked with its call; cell count; measured here: cell count, cytotoxicity flag
MT stabilize HCS Hoechst-high %: recorded beside MT stabilize HCS, whose call it bears; % Hoechst-high responders; measured here: nuclear condensation Hoechst responders;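 share of cells brighter than vehicle mean plus two SD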
MT stabilize HCS cytotoxicity %: also measured in MT stabilize HCS; calls as there; toxicity, %; measured here: cytotoxicity by cell density;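 0% = mean cell density of plate MIN control wells and 100% = no cells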
Autophagy mod cell loss 18 h: second read-out of Autophagy mod, no call of its own (marks repeat the call); toxicity, %; measured here: cell loss, nuclei count;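 cell loss after 18 h compound exposure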
* hit, by the source's call; i = inactive; . = not tested or not shown. Compounds were not picked by outcome; any-hit rate near 4%.

nr	canonical_smiles	Autophagy mod	MT stabilize HCS cytotoxicity %	b-catenin transl	Dynein cargo inh	XIAP antagonists	Insulin prom up	Dynein cargo inh cytoplasmic EGFP	b-catenin transl cell count 5 µM	WT yeast gro inh	Dynein cargo inh cell count	ER stress rescue	Dynein cargo inh nuclear GR-EGFP	MT stabilize HCS	Insulin prom up cell count	WT yeast gro inh mutant strain	MT stabilize HCS Hoechst-high %	Lipid droplet	Autophagy mod cell loss 18 h	Lipid droplet cells 6.5 µM
1	COCCn1c(CCC(=O)O)ccc1-c1cccs1	i	1.8	-3.7	-0.7	0.7%	-0.41	-0.31	1097	5	0.35	-0.7%	-0.28	1.9	1548	14	1.7	16	-45	662
2	Fc1ccc(NC(=S)NC23CN4CN(CN(C4)C2)C3)cc1	i	6.9	1.9	1.2	-8.6%	0.73	-0.25	534	-10	-0.53	-3.9%	0.56	1.6	1233	14	2.5	-15	12	620
3	COc1ccc(/C=N/OC/C(O)=C(\C#N)c2nc3ccccc3[nH]2)cc1	i	5.9	-4.7	0.36	-0.8%	0.12	-0.11	1419	-4	0.28	-0.1%	0.84	3.1	1581	20	1.8	.	18	.
4	CC(=O)c1ccccc1OCCCN1CCCCC1	i	8.9	3.7	0.18	-6.8%	1	-0.21	1327	7	0.33	0.6%	0.39	4.5	1111	11	2.1	.	2	.
5	CCc1ccc(OCC(=O)NC(NC(=S)Nc2ccc(Cl)cc2)C(Cl)(Cl)Cl)cc1 (stereo not drawn)	i	0.9	-0.4	-0.042	0.0%	-0.03	-0.15	887	1	0.03	-1.5%	-0.18	5.5	1239	-18	3.1	-4	7	682
6	Cc1cc2ccccc2n1CCNC(=O)c1ccc(Br)o1	i	11	-2.0	-0.45	-5.2%	-0.11	-0.3	1147	10	0.66	-0.1%	0.046	2.7	1415	13	1.4	-20	-10	719
7	O=c1oc2ccccc2nc1/C=C(\O)c1ccc(Br)cc1	.	.	1.6	0.11	.	0.39	-0.032	1256	.	0.093	.	0.61	.	899	.	.	-18	.	556
8	Cc1cc(=O)oc2cc(OCC(=O)NCc3cccnc3)ccc12	i	6.3	-3.6	-0.36	-3.0%	-0.61	-0.21	989	1	-0.69	-2.5%	0.048	1.8	1274	-5	1.7	.	3	.
9	CCOc1ccc2nc(NC(NC(=O)CC)(C(=O)OC)C(F)(F)F)sc2c1 (stereo not drawn)	i	15	-0.5	2	0.5%	-0.79	-0.13	1168	1	-1.4	2.1%	2	2.4	1002	1	3.3	.	0	.
10	CCOC(=O)C1CCN(CCC(=O)Nc2cccc(C)c2)CC1	i	5.0	-0.5	0.57	-9.3%	0.24	-0.23	945	0	-0.52	-0.7%	0.89	2.5	1441	7	1.4	-26	-12	694
11	C=CCOc1ccc2c(c1)C(=NO)c1cc(OCC=C)ccc1-2	i	4.3	.	2.5	-1.6%	-0.13	0.12	.	4	-2	-1.4%	1.7	2.2	929	3	0.9	20	-5	803
12	CCNC(=O)COC(=O)c1cc(=O)[nH]c2ccccc12	i	3.9	.	-0.91	-3.8%	.	-0.12	.	16	-0.29	3.3%	-1.2	2.5	.	-44	2.1	.	3	.
13	C=CCc1c(C)[nH]c2ccc(C)cc2c1=O	i	4.7	.	-0.28	2.1%	0.55	-0.23	.	12	0.11	.	-0.1	0.9	1187	27	1.5	6	-4	701
14	COc1ccc(CCN(Cc2cccs2)S(=O)(=O)c2ccc(-n3cnnn3)cc2)cc1OC	i	9.1	.	-0.55	.	.	-0.2	.	8	0.56	.	-0.17	2.4	.	17	2.8	.	-4	.
15	CCCC(=O)Nc1ccc(C(=O)NNC(=O)c2cccs2)cc1	i	8.2	-2.0	-0.83	-6.4%	0.49	0.16	1368	-1	0.26	-0.7%	-0.42	0.5	1517	-8	1.5	.	-8	.
16	Cc1c(Cl)cccc1NC(=O)CCCCCN1C(=O)CCC1=O	i	1.2	.	2.7	-1.8%	.	0.3	.	-4	-3.1	.	2.8	4.3	.	5	1.9	-7	-7	719
17	O=C(COC(=O)CNC(=O)c1ccccc1)Nc1ccc(S(=O)(=O)N2CCCC2)cc1	i	14	-3.6	0.019	-4.7%	-0.99	-0.32	1046	2	-0.088	1.4%	-0.07	2.3	1395	-13	2.0	16	1	715
18	COc1cccc(/C=N/NC(=O)C(=O)N2CCCC2)c1O	i	2.0	1.1	2	-6.5%	0.17	-0.15	1274	-10	-1.7	-1.6%	1.8	6.0	1399	-6	2.0	.	-14	.
19	CNc1nc(N)c([N+](=O)[O-])c(NCCO)n1	i	12	-2.5	0.44	-4.9%	0.01	-0.28	548	-23	-0.027	-0.5%	0.13	2.0	1416	-19	4.4	21	-9	662
20	Cc1c(Cl)c([N+](=O)[O-])nn1CC(=O)Nc1c(C)n(C)n(-c2ccccc2)c1=O	i	3.3	.	-0.37	-5.8%	.	-0.079	.	-10	-0.086	-2.0%	-0.77	2.3	.	-14	1.1	.	-2	.

(more compounds)
nr	canonical_smiles	Autophagy mod	MT stabilize HCS cytotoxicity %	b-catenin transl	Dynein cargo inh	XIAP antagonists	Insulin prom up	Dynein cargo inh cytoplasmic EGFP	b-catenin transl cell count 5 µM	WT yeast gro inh	Dynein cargo inh cell count	ER stress rescue	Dynein cargo inh nuclear GR-EGFP	MT stabilize HCS	Insulin prom up cell count	WT yeast gro inh mutant strain	MT stabilize HCS Hoechst-high %	Lipid droplet	Autophagy mod cell loss 18 h	Lipid droplet cells 6.5 µM
21	COC(=O)C1(C)NC(c2ccco2)C2C(=O)N(c3ccc(C)cc3)C(=O)C21 (stereo not drawn)	i	6.3	.	-0.71	-2.8%	-0.16	-0.12	.	12	1.5	-2.0%	-0.14	3.7	1218	-6	1.7	5	1	691
22	Cc1cc(S(=O)(=O)N2CCN(c3ncccn3)CC2)ccc1-n1cnnn1	i	10	-0.8	0.89	-2.5%	.	-0.21	1133	-10	0.44	7.4%	0.6	3.6	.	23	2.6	-4	-39	741
23	CNc1nc(Nc2ccccc2)nc(OCC(F)(F)F)n1	i	7.5	-4.5	1.3	-8.9%	-0.32	0.16	934	12	-1.8	-2.1%	1.2	2.6	1514	24	1.1	0	26	700
24	Cc1nc2ccccc2nc(C)c1=NOCc1ccccc1Cl	i	4.7	-0.9	-0.45	-8.3%	0.96	-0.17	1075	6	0.6	1.6%	-0.34	1.6	1482	-11	4.0	-17	-19	642
25	Cc1ccc(-c2nnnn2-c2ccc(C)cc2)cc1	i	6.9	0.1	0.12	-13%	-0.72	-0.19	1093	4	-0.39	-1.7%	0.17	4.9	1219	13	1.4	22	20	736
26	COC(=O)c1ccc(C(=O)OC)c(NC(=O)C2CC2)c1	i	7.6	-1.3	0.55	-3.1%	-0.02	-0.23	468	-6	-0.61	-1.6%	0.5	1.6	1165	-3	3.1	23	-2	690
27	Cc1cc(C(=O)N/N=C/c2ccc(O)c(O)c2O)c(C)n1-c1ccccc1	i	2.8	-1.5	-0.34	-1.3%	-0.73	-0.25	946	-8	0.44	0.3%	-0.34	4.3	1675	-13	0.7	8	-1	695
28	O=C(/C=C/c1cccc(F)c1)Nc1ccc(S(=O)(=O)Nc2ncccn2)cc1	.	.	-3.7	-0.51	.	-0.12	-0.28	1206	.	0.86	.	-0.29	.	1377	.	.	0	.	727
29	CCOC(=O)Cc1csc(NC(=O)Nc2cccc(Cl)c2)n1	i	7.8	4.9	-0.57	1.0%	-0.3	-0.29	470	8	0.93	-1.0%	-0.65	2.0	1230	-23	2.2	12	13	578
30	O=S(=O)(c1ccc(NC2CCCc3ccccc32)nc1)N1CCOCC1 (stereo not drawn)	i	9.1	1.6	2.5	-3.9%	-0.07	-0.21	1055	-17	-1.7	1.5%	2.6	1.7	1258	-6	1.4	.	-3	.
31	CC(=O)Oc1ccc(NC(=O)CCC2CCCCC2)c(C(=O)O)c1	i	4.1	-3.4	-0.68	-3.7%	.	-0.24	1262	-14	0.68	-1.0%	-0.12	3.6	.	-7	1.9	13	-7	702
32	COc1ccc(NC(=O)c2sc(SC)nc2N)cc1	i	5.1	-0.1	0.55	-5.7%	-0.21	-0.15	1134	7	-0.35	-1.8%	1	3.6	946	24	1.8	.	9	.

Source: PubChem BioAssay (several laboratories)
